Tb PGK inh = blocks T. brucei phosphoglycerate kinase; PGK/GAPDH coupled, Kinase-Glo luminescence, 60 min; P07378; 380,000 compounds, 0.043% hits; Potency, µM (top dose mostly 57.5 µM), inactives show at the highest dose activity change, negative = inhibition, hits mostly inhibitors; AID 602233; further: potency means the concentration at half of the fitted maximal effect; nearly all actives have a fitted effect of over 60% in size
Target sequence (P07378 whole entry, looked up): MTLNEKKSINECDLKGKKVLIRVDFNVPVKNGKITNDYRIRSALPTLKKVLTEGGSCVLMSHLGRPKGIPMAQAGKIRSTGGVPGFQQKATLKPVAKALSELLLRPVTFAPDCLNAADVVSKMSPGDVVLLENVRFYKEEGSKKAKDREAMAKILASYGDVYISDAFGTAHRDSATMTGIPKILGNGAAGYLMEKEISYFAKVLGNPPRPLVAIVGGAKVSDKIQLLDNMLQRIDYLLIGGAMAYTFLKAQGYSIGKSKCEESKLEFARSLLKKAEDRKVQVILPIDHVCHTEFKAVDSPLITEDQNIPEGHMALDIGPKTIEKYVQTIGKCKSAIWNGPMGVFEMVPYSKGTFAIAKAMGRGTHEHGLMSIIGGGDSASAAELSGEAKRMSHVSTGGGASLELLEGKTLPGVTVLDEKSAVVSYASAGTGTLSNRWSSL
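Recombinant glycosomal PGK reaction used 1,3-bisphosphoglycerate generated in-well by GAPDH (100nM final) in 100mM TEA pH 7.6, 5mM MgCl2, 0.01% Tween-20. After 60 minutes at room temperature, ATP was read by Kinase-Glo Plus luminescence end-point.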
GLS inh = glutaminase GLS (human) inhibition; 410,000 compounds, 0.21% hits; Potency, µM (titrated, usually from 45.5 µM), for inactives: top-dose activity change, negative = inhibition, usual class: inhibitors; O94925; AID 624170; GLS enzymatic activity, qHTS titration; further: potency means the concentration at half of the fitted maximal effect
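Glutamate formation by hKGA was monitored fluorometrically using coupled glutamate oxidase, HRP and Amplex Red. Substrate was added as 1 mM L-glutamine solution; incubation was 30 min at RT after an initial read.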
G9a block = G9a (human) methyltransferase inhibition. Potency, µM (highest dose often 102 µM), without a hit: at the highest dose activity, negative = inhibition, actives largely listed as inhibitors. AID 504332. 350,000 compounds, 8.8% hits. G9a H3K9 monomethylation, AlphaScreen, 2 h; further: potency means the concentration at half of the fitted maximal effect; nearly all actives have a fitted effect of over 75% in size
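Signal arises when biotinylated H3K9 peptide, once monomethylated, bridges streptavidin donor and antibody-captured acceptor beads. Enzyme at 20 nM was preincubated 15 min with test compounds; peptide 500 nM and SAM 20 uM then reacted for 2 h.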
PI4K2A inh = blocks human PI4K2A kinase activity; Q9BTU6; purified PI4K2A, ADP-Glo luminescence, 1 h; active compounds read low; activity change, negative = inhibition, % at 76.9 µM; 420,000 compounds, 0.13% hits; AID 1346378; in the data active means activity change below about -50%; inconclusive means mostly about -30% to -49%;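 further: -100% = wells without enzyme as full effect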
Target sequence (Q9BTU6 whole entry, looked up): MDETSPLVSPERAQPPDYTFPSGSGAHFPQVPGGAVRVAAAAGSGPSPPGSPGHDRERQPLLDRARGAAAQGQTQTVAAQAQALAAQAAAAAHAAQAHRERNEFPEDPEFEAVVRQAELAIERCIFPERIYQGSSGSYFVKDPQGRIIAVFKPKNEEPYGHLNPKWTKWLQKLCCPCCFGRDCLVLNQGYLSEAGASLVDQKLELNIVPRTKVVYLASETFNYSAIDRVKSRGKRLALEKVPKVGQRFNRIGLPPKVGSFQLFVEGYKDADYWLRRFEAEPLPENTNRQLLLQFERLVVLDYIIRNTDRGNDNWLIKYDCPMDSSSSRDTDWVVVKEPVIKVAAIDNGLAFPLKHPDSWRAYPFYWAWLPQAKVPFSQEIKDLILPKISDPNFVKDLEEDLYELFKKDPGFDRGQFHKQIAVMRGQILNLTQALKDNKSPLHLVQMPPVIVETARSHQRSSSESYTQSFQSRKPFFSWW
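ADP-Glo luminescence measured ADP generated by PI4K2A enzyme (4 ug/mL before mixing) with 1.2 mM PI substrate (pre-mix) and 300 microM ATP (pre-mix). Tris pH7.5 buffer with MgCl2, Triton X-100; 1 h reaction at ambient temperature.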
Numbers without * were called inactive; i = inactive; u = inconclusive; x = not tested or not shown; & = joins results of further samples; [ ] = dose if it differs, or a comment. Unless noted, the call rests on the fitted dose curve; in most records, active means well fitted curve in the direction sought with a large enough effect; inconclusive means small, poorly fitted or top-dose-only effect, or another doubt; inactive means no such curve, though single readings can be large; an effect the other way counts as inactive or inconclusive. Unless noted, on the % scale 0 is the no-effect control and ±100 the full control effect. Only part of the results is shown; the hit share may differ from the screen's.

[1] COc1cc2c(cc1OC)C(C(C(=O)N(CCc1ccc(OC)c(OC)c1OC)CCc1ccc(OC)c(OC)c1OC)c1ccccc1)=NCC2 (centres undefined)
[2] O=C1OC(OC(=O)c2cccnc2Nc2cccc(C(F)(F)F)c2)c2ccccc21 (centres undefined)
[3] O=C(O)c1ccccc1OP(=O)(O)O
[4] NC(CS)C(=O)O (centres undefined)
[5] CCC(=O)c1c(O)cc(O)cc1O
[6] CC(=O)Oc1ccc(C2(c3ccc(OC(C)=O)cc3)C(=O)Nc3ccccc32)cc1
[7] Cc1ncc(COP(=O)(O)O)c(C=O)c1O
[8] Oc1ccc(C(O)CNCCCCCCNCC(O)c2ccc(O)c(O)c2)cc1O (centres undefined)
entry no.	1	2	3	4	5	6	7	8
Tb PGK inh	x	x	x	x	x	x	x	x
PI4K2A inh	-4	2	-2	-1	-4	5	1	-20
G9a block	u	-31%[12.7 µM]	0%[21.5 µM]	16µM*	-47%[2.33 µM]	22%[59 µM]	u	-40%[12.7 µM]
GLS inh	3%	0%	3%	-14%	2%	11%&0%	-12%	69%[activator]

[9] C[C@H](N)[C@H](O)c1cccc(O)c1
[10] Cc1cc(O)cc2c1O[C@](C)(CCC[C@H](C)CCC[C@H](C)CCCC(C)C)CC2
[11] Cc1c(C(=O)NN2CCCCC2)nn(-c2ccc(Cl)cc2Cl)c1-c1ccc(Cl)cc1
[12] CC(C)Cc1ccc(CC(=O)O)cc1
[13] CC1=C(CC(=O)O)c2cc(F)ccc2/C1=C\c1ccc(S(C)(=O)=O)cc1
[14] NC1=NCC2c3ccccc3Cc3ccccc3N12 (centres undefined)
[15] COc1ccc(CCN(C)CCCN2CCc3cc(OC)c(OC)cc3CC2=O)cc1OC
[16] CC(C)C[C@@H](N)C(=O)O
entry no.	9	10	11	12	13	14	15	16
Tb PGK inh	x	x	x	x	x	x	x	x
PI4K2A inh	-3	-3	1&-4	0	-2&3	-1&2	0	i
G9a block	31%[21.5 µM]	-35%[59 µM]	u	11µM*	39%[activator][12.7 µM]	43%[activator][59 µM]	21%[59 µM]	37%[59 µM]
GLS inh	13%[20 µM]	-23%	18%	-5%	-11%	12%	21%	9%

With a hit mark in G9a block, of those listed so far:
[4] NC(CS)C(=O)O (centres undefined)
[12] CC(C)Cc1ccc(CC(=O)O)cc1
entry no.	4	12
Tb PGK inh	x	x
PI4K2A inh	-1	0
G9a block	16µM*	11µM*
GLS inh	-14%	-5%

Carrying on:
[17] CC(=O)OC/C=C(C)/C=C/C=C(C)/C=C/C1=C(C)CCCC1(C)C
[18] NC(=O)CC[C@@H](N)C(=O)O
[19] CCOC(=O)c1c(N)sc2c1CCN(Cc1ccccc1)C2
[20] O=S1(=O)c2cccc3cccc(c23)N1CCCN1CCN(c2ccc(F)cc2)CC1
[21] Cc1cccc(C)c1NC(=O)CC12CCCN1CCC2
[22] NC1CCN(c2cccc(Cl)n2)CC1
[23] Cc1ccc(-c2ncc(Cl)cc2-c2ccc(S(C)(=O)=O)cc2)cn1
[24] O=C1CC2(CCCC2)CC(=O)N1CCNCC1COc2ccccc2O1 (centres undefined)
entry no.	17	18	19	20	21	22	23	24
Tb PGK inh	x	x	x	x	x	x	x	x
PI4K2A inh	-2	2	1	3	-1	-1&1	-3	0
G9a block	-27%[2.33 µM]	36%[59 µM]	10µM*	0%[12.7 µM]	2%[12.7 µM]	28%[59 µM]	16%[59 µM]	23%[59 µM]
GLS inh	-6%	-5%	-12%	32%[activator]	7%	-3%	6%	-3%

[25] Cc1cc(C)c(C)c(S(=O)(=O)N2CCC(C(=O)NCc3cccs3)CC2)c1C
[26] Cc1ccc(S(=O)(=O)N2C[C@H]3[C@H]4C(=O)N(c5ccccc5)C(=O)[C@H]4C[C@H](OC(=O)NC4CC4)[C@@]3(O)C2)cc1
[27] CCCNC(=O)c1cc(S(=O)(=O)N2CCC3(CC2)OCCO3)ccc1F
[28] O=C(Nc1ccccc1)c1nc[nH]c1C(=O)Nc1ccccc1F
[29] COc1ccc(/C(O)=C2/C(=O)C(=O)N(CCCN3CCOCC3)C2c2ccc(Cl)cc2)cc1 (centres undefined)
[30] CC(C)(C)OC(=O)N1CCc2onc(-c3ccc(Cl)cc3)c2C1=O
[31] CC(C)C1C(=O)N(Cc2cn(CCC3OCCO3)nn2)CCS(=O)(=O)N1Cc1ccc(-c2cccc(N(C)C)c2)cc1 (centres undefined)
[32] CC(=O)Nc1ccc2c(=O)n(-c3ccccc3)sc2c1
entry no.	25	26	27	28	29	30	31	32
Tb PGK inh	-1%	-1%	i	7%	-10%	-4%	-8%	-6%
PI4K2A inh	2	1	5	4	-2	-4	-5	-7
G9a block	x	x	x	x	x	x	x	x
GLS inh	2%	-3%	-14%	3%	0%	6%	17%	6.3µM*

2 of the compounds above, as a markdown table.
| No. | structure | Tb PGK inh | PI4K2A inh | G9a block | GLS inh |
| --- | --- | --- | --- | --- | --- |
| 27 | CCCNC(=O)c1cc(S(=O)(=O)N2CCC3(CC2)OCCO3)ccc1F | i | 5 | x | -14% |
| 26 | Cc1ccc(S(=O)(=O)N2C[C@H]3[C@H]4C(=O)N(c5ccccc5)C(=O)[C@H]4C[C@H](OC(=O)NC4CC4)[C@@]3(O)C2)cc1 | -1% | 1 | x | -3% |

Further entries follow.
[33] O=C(NCc1ccccc1F)c1ccc(S(=O)(=O)N2CCCC2)cc1
[34] O=[N+]([O-])c1cc2ncccc2c2ncccc12
[35] CC1=C(C(=O)N(C)C)CC(CC(=O)NCC2CCCCC2)C(=O)N1CCC1=CCCCC1 (centres undefined)
[36] COc1ccc(-c2ccc(CN3C(C(C)C)C(=O)N(Cc4cn(Cc5ccco5)nn4)CCS3(=O)=O)cc2)cc1OC (centres undefined)
[37] CSc1ncccc1C(=O)N1CCCC(N2CCN(c3ccccc3C)CC2)C1 (centres undefined)
[38] C[C@H](CO)N1C[C@H](C)[C@@H](CN(C)S(=O)(=O)c2ccc(C#N)cc2)OCc2cnnn2CCCC1=O
[39] O=S1(=O)CC(c2ccccc2)=NN=C(c2ccccc2)C1
[40] O=C(NCC(c1ccco1)N1CCCC1)c1cccc(S(=O)(=O)N2CCc3ccccc32)c1 (centres undefined)
entry no.	33	34	35	36	37	38	39	40
Tb PGK inh	-3%	-6%	-2%	-2%	i	1%	-6%	3%
PI4K2A inh	7	-1	-2	-7	2	3	-19	1
G9a block	x	x	x	x	x	x	x	x
GLS inh	-4%	-4%	0%	3%	4%	-8%	-2%	8%

Profiles, looked up by structure. Values in the order: Tb PGK inh	PI4K2A inh	G9a block	GLS inh
Profile of O=S1(=O)CC(c2ccccc2)=NN=C(c2ccccc2)C1 : -6%	-19	x	-2%
Profile of CC1=C(C(=O)N(C)C)CC(CC(=O)NCC2CCCCC2)C(=O)N1CCC1=CCCCC1 (centres undefined) : -2%	-2	x	0%
Profile of O=C(NCc1ccccc1F)c1ccc(S(=O)(=O)N2CCCC2)cc1 : -3%	7	x	-4%

Following part
[41] CC(=O)C1=C(O)C(=CC=Cc2ccccc2)OC1=O
[42] C[C@H](CO)N1C[C@H](C)[C@@H](CN(C)Cc2ccc(Cl)c(Cl)c2)OCCCC[C@H](C)Oc2ccc(NC(=O)CCC(F)(F)F)cc2C1=O
[43] CC1=C(C(=O)N(C(C)C)C(C)C)CC(CC(=O)NC2CCCCC2)C(=O)N1Cc1ccccc1 (centres undefined)
[44] O=C(CN1CCN(C(=O)c2cc(C3CC3)nn2-c2ccccc2)CC1)Nc1ccc(F)cc1
[45] O=C(NCCc1ccccc1)c1ccc(S(=O)(=O)N2CCCCC2)cc1
[46] C[C@@H]1CN([C@@H](C)CO)C(=O)c2c(c3ccccc3n2C)-c2ccccc2CO[C@H]1CN(C)C(=O)[C@H](C)c1ccccc1
[47] Cc1ccc([C@H]2C[C@@H](n3cc(C4CC4)nn3)[C@H](O)CN2Cc2cccs2)cc1
[48] CCCCCCN1C[C@H](O)[C@@H](n2cc(-c3ccc(F)cc3)nn2)C[C@@H]1c1ccc(C)cc1
entry no.	41	42	43	44	45	46	47	48
Tb PGK inh	-5%	0%	-2%	4%	-1%	-6%	2%	-8%
PI4K2A inh	-8	-4	8	4	-1	0	-9	2
G9a block	x	x	x	x	x	x	x	x
GLS inh	-2%	-8%	-2%	2%	-1%	1%	5%	-7%

[49] O=C(CSc1nnc(C2CC2)n1C1CC1)N1CCN(c2ccc(O)cc2)CC1
[50] CC(=Nc1ccccc1)C1=C(O)C(Cc2cccc(F)c2)NC1=O (centres undefined)
[51] CCCCCCC1CC(=CN(C)C)C(=O)O1 (centres undefined)
[52] CN(C(=O)Nc1ccc(F)cc1)[C@H]1C[C@H]2c3[nH]c4ccccc4c3CCN2C(=O)[C@H]1CO
[53] O=c1cc(-c2ccccc2)nc2c(Cl)cc(Cl)cn12
[54] C[C@@H]1CN([C@H](C)CO)S(=O)(=O)c2ccc(Br)cc2O[C@H]1CN(C)C(=O)Nc1ccc(F)cc1
[55] CCCCCCN1C[C@@H](n2cc(C3CC3)nn2)[C@H](O)C[C@@H]1c1ccccc1
[56] COc1cccc(C#Cc2ccc3c(c2)O[C@H](CN(C)S(=O)(=O)c2ccccc2F)[C@H](C)CN([C@H](C)CO)S3(=O)=O)c1
entry no.	49	50	51	52	53	54	55	56
Tb PGK inh	3%	-8%	-13%	4%	-8%	3%	4%	2%
PI4K2A inh	-7	0	-7	1	-5	-3	-4	1
G9a block	x	x	x	x	x	x	x	x
GLS inh	u	-2%	15%	13%	-2%	3%	1%	-4%

[57] O=C(COc1ccc2ccc(=O)oc2c1)NCCN1CCOCC1
[58] C1=C\CCC2(OCCO2)C2(CC/1)OCCO2
[59] O=C(N=C1SC2CS(=O)(=O)CC2N1Cc1ccccc1)c1ccccc1 (centres undefined)
[60] COc1ccc(CC(=O)OCC(=O)Nc2ccc3[nH]c(=O)[nH]c3c2)cc1OC
[61] Cc1ccc(-c2ccc(CN3C(CC(C)C)C(=O)N(Cc4cn(CC5CCCCC5)nn4)CCS3(=O)=O)cc2)cc1 (centres undefined)
[62] COc1cc(C=NNC(=S)Nc2ccc(S(=O)(=O)N3CCCCC3)cc2)cc(OC)c1OC
[63] C[C@H](CO)N1C[C@H](C)[C@H](CN(C)C(=O)Cc2ccccc2)OCc2cnnn2CCCC1=O
[64] O=C(N/N=C/c1c(O)ccc2ccccc12)C(=O)N1CCCC1
entry no.	57	58	59	60	61	62	63	64
Tb PGK inh	5%	6%	-4%	-4%	i	-5%	i	i
PI4K2A inh	3	-4	0	-2	7	-5	-5	8
G9a block	x	x	x	x	x	x	x	x
GLS inh	3%	0%	-8%	-1%	-12%	3%	-7%	-8%

[65] Cc1cccc(CSCC(=O)N2CCN(S(=O)(=O)c3ccccc3C#N)CC2)c1
[66] COc1cccc(NC(=O)N(C)C[C@H]2Oc3cc(Br)ccc3S(=O)(=O)N([C@H](C)CO)C[C@H]2C)c1
[67] COc1ccc(C=NCCc2ccc(OC)c(OC)c2)cc1OC
[68] CC1=C(C(=O)N2CCOCC2)CC(CC(=O)NC2CCCCC2)C(=O)N1Cc1ccc(F)cc1 (centres undefined)
[69] CC(C)C[C@H](NC(=O)c1[nH]cnc1C(=O)Nc1ccccc1F)C(=O)OC(C)(C)C
[70] CCN(CC(=O)Nc1cccc(OC)c1)C(=O)C1CC(=O)N(Cc2ccccc2Cl)C1 (centres undefined)
[71] CC(Sc1nc(-c2ccccc2)c(-c2ccccc2)[nH]1)C(=O)NCC1CCCO1 (centres undefined)
[72] CCCn1c(=S)[nH]c2cc(C(=O)NCc3ccccc3OC)ccc2c1=O
entry no.	65	66	67	68	69	70	71	72
Tb PGK inh	i	-8%	-8%	0%	3%	2%	i	-1%
PI4K2A inh	-2	3	4	-4	5	0	-3	-4
G9a block	x	x	x	x	x	x	x	x
GLS inh	3%	1%	1%	-4%	-3%	3%	-5%	0%
